# MITF TRPM1 HTS – increases MITF-driven TRPM1 promoter luciferase signal; activation, % at 12.5 µM; actives 0.75% (n = 300,000); AID 588334; SK-MEL-5 TRPM1-promoter luciferase, 24 h; % of positive control, neutral wells = 0;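 active = mean activation of at least 80% with every replicate also reaching 80%; inconclusive = mean reaches 80% but some replicate falls short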;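 also: 0% = neutral control wells and 100% = parthenolide positive control wells; values of inactives mirror those of a sister screen read the other way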
# SR-BI HDL uptake – inhibitors of mouse SR-BI mediated HDL lipid uptake; Q61009; inhibition, % at 12.5 µM; actives 0.96% (n = 320,000); ldlA[mSR-BI] CHO cells, DiI-HDL uptake fluorescence, 3 h;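 active = mean replicate inhibition of at least 70% and a set share of replicates each scoring 70 or more; inconclusive = meets just one of the two criteria; inactive = fails both criteria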;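 also: 0% = median of neutral control wells and 100% = median of positive control wells; values of inactives mirror those of a sister screen read the other way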
# PvdQ acylase – P. aeruginosa PvdQ acylase inhibition | actives 0.063% (n = 340,000) | AID 488965 | inhibition, % at 10 µM | purified PvdQ acylase, fluorescence plate reader; in the data active = inhibition above about 30%, passing the limit was not always enough; inconclusive = no clear call, values can overlap the other calls;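 also: 0% = vehicle neutral wells and 100% = reference inhibitor wells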
# CAL PDZ FP-1 – blocks peptide binding to the human CAL PDZ domain | Q9HD26 | purified CAL PDZ, TMR-peptide fluorescence polarization, 1 h | inhibition, % at 24.9 µM | actives 0.92% (n = 300,000) | AID 602252;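 active = mean inhibition of at least 30% with at least half of replicates also reaching 30%; inconclusive = no clear call, values can overlap the other calls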;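 also: 0% = DMSO neutral control and 100% = excess unlabeled competitor peptide PRC23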
# Rtt109 HAT inh – inhibitors of Candida albicans Rtt109/Vps75 histone acetyltransferase | Q5AAJ8 | purified Rtt109/Vps75, ThioGlo CoA-SH fluorescence, 4 h | inhibition, % at 34.9 µM | actives 0.16% (n = 330,000);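 active = inhibition of at least 50% in every replicate; inconclusive = best replicate reaches 50% inhibition but some replicates fall short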
# SR-BI uptake up – enhances SR-BI lipid uptake from DiI-HDL. activation, % at 12.5 µM. CHO ldlA[mSR-BI] cells, DiI-HDL uptake fluorescence, 3 h; 100 = double the neutral-control signal. AID 504775. actives 0.096% (n = 320,000);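 active = mean replicate activation of at least 60% and every replicate at or above 60%; inconclusive = mean or all-replicate condition met, but not both; inactive = mean below 60% and not all replicates reaching 60%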;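 also: 0% = median plate neutral-control signal and 100% = twice that signal; values of inactives mirror those of a sister screen read the other way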
#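 Assay system: CHO ldlA[mSR-BI] cells, LDL receptor-null, SR-BI overexpressing; medium: Ham's F12 with 0.5% BSA, HEPES 25 mM, pH 7.4; also added: DiI-HDL 10 µg/mL; timing: 3 h uptake period with compound, 37 °C; signal: DiI fluorescence, bottom read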
# PfHsp90 set2 – inhibits growth of yeast expressing Plasmodium falciparum Hsp90; S. cerevisiae expressing PfHsp90, BacTiter-Glo ATP, 48 h; yeast lacking PDR1 and PDR3 efflux regulators; inhibition, % at 9.4 µM; actives 0.32% (n = 310,000);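 active = every replicate shows inhibition above about 80%, whatever the replicate mean, limit read from the data; inconclusive = mean inhibition reaches the set limit but some replicate falls short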;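 also: 0% = DMSO neutral controls and 100% = 20 µM radicicol positive controls; yeast relying on Plasmodium falciparum Hsp90 in place of its own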
# CAL PDZ FP-2 – blocks peptide binding to human CAL PDZ domain; AID 504414; Q9HD26; purified CAL PDZ, TMR-peptide fluorescence polarization, 1 h; inhibition, % at 20 µM; actives 0.02% (n = 330,000);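 active = highest replicate inhibition of at least 40%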;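 also: plate controls were DMSO neutral control wells for no effect and unlabeled competitor peptide control wells for full effect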
#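 Control set: unlabelled peptide and DMSO controls / Material: purified CerCALP PDZ construct / Timing: 1 h incubation at room temperature before polarization reading / Doses: 20 µM, one dose / Detection: fluorescence polarization (mP)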
# NSD2 inh – blocks human histone methyltransferase NSD2; O96028; NSD2 peptide methylation, AlphaScreen, 120 min; inhibition, % at 12.5 µM; actives 0.54% (n = 310,000); in the data active = inhibition above about 50%
# Target sequence (O96028 whole entry, looked up): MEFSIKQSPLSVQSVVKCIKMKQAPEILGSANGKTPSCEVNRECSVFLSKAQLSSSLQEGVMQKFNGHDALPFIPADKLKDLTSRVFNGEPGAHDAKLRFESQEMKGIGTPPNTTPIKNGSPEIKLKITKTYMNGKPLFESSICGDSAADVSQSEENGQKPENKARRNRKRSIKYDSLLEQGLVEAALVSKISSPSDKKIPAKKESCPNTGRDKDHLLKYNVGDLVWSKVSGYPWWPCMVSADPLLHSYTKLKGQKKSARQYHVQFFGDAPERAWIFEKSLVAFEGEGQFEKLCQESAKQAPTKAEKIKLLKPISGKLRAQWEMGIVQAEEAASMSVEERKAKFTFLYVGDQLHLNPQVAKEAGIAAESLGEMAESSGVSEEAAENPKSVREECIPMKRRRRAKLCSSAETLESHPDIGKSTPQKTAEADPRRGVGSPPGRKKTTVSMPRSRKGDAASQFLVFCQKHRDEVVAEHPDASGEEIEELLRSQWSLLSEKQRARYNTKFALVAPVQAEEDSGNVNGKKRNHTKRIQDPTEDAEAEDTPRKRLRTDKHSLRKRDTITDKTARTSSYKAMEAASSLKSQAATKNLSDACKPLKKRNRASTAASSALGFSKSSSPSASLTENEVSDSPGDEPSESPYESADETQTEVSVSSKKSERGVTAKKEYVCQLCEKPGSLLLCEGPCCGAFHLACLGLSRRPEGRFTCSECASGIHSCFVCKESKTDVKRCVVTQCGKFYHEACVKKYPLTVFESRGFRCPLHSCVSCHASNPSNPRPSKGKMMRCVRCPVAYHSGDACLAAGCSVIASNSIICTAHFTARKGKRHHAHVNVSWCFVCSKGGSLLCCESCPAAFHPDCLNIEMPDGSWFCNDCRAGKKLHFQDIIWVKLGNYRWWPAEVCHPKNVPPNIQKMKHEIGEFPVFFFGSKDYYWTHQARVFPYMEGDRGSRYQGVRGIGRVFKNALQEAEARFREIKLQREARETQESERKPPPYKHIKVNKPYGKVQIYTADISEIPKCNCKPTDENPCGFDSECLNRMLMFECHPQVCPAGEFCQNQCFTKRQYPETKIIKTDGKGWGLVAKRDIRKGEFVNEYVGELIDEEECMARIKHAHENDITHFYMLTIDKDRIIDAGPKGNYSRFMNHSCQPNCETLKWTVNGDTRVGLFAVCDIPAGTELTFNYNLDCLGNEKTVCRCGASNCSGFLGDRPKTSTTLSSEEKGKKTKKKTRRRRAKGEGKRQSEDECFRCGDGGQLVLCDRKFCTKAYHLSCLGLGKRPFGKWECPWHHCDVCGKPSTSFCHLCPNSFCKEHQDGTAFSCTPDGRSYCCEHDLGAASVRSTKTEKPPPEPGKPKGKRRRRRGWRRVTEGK
# dFosB activator – activators of mouse delta FosB homodimer; P13346; AID 493131; purified delta FosB, TAMRA-CDK5 oligo fluorescence polarization; percent of positive-control signal above neutral wells; activation, % at 25 µM; actives 0.99% (n = 340,000);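 active = mean activation above about 17%, with every replicate also reaching it, limit read from the data, passing the limit was not always enough; inconclusive = only one of the two conditions met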;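 also: fluorescence polarization rise as delta FosB binds a TAMRA Cdk5 AP-1 oligo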
# An asterisk follows results filed as active; ? = inconclusive; · = not tested or not shown; & = joins results of further samples.
SMILES,MITF TRPM1 HTS,SR-BI HDL uptake,PvdQ acylase,CAL PDZ FP-1,Rtt109 HAT inh,SR-BI uptake up,PfHsp90 set2,CAL PDZ FP-2,NSD2 inh,dFosB activator
Cc1nc2c(C(=O)NCCC(C)C)c[nH]n2c(=O)c1Cl,3.6,-14.1,3.4,-2.1,12.5,14.0,-7.4,-0.6,1.2,-4.0
O=C(Oc1ccc(N2C(=O)CCC2=O)cc1)c1ccco1,-2.8,-4.6,-8.6,-1.7,-12.4,4.6,-6.4,-1.4,-0.5,1.1
COc1ccc(Cc2nnc(SCC(=O)N3CCCC(C)C3)o2)cc1 (configuration not stated),·,8.8,-7.0,·,-2.8,-8.8,0.9,-2.1,0.6,-5.7
COCCCNC(=O)/C(C#N)=C/c1c(N2CCN(C)CC2)nc2ccccn2c1=O,0.6,-6.2,-2.5,-0.5,-0.8,6.2,8.3,0.0,4.4,-4.6
COc1ccc2cc3cc(C(=O)N4CCN(C5CCCCC5)CC4)oc3nc2c1,10.1,-16.4,-6.1,·,-25.0,16.4,15.5,-1.5,0.7,-11.3
COCCN(C(=O)CSc1nnc(-c2cccc(F)c2)n1N)c1c(N)n(Cc2ccccc2)c(=O)[nH]c1=O,-0.7,-18.4,-19.6,6.6,-1.9,18.4,14.3,-0.5,0.9,-0.6
COc1ccccc1C(=O)N/N=C(\C)CC(=O)Nc1ccccn1,-38.7,·,4.1,·,7.4,·,6.1,-1.0,-3.1,-6.9
Cc1cccc(OC(C)C(=O)N2CCN(Cc3ccc4c(c3)OCO4)CC2)c1 (configuration not stated),-7.3,0.3,6.1,-3.6,-10.8,·,16.8,-0.4,0.8,2.3
COc1ccc(NC(=O)c2ccco2)c(NC(=O)c2ccc([N+](=O)[O-])cc2)c1,-9.6,19.5,-5.2,4.0,-1.0,-19.5,1.1,-1.5,-0.6,0.4
Cc1cccc(N/C(N)=N/c2nc(C(F)(F)F)cc(C(F)(F)F)n2)c1,-2.5,17.1,-13.0,5.3,-4.4,-17.1,-5.3,-0.9,-3.5,-9.5
CCC(C)NC(=O)c1cccc(OCc2c(C)noc2C)c1 (configuration not stated),-8.2,7.7,5.4,-1.4,5.9,-7.7,-22.2,-2.8,28.2,-2.7
COc1ccc2[nH]c3c(c2c1)CCN1C(=O)N([C@@H](C)C(=O)NCc2ccccc2OC)C(=O)[C@]31C,·,37.5,7.1,-1.8,4.1,-37.5,12.6,1.0,·,0.1
Cc1ccc(-c2noc(CCC(=O)NCc3ccc4c(c3)OCO4)n2)cc1,4.2,-6.0,-11.5,-1.0,0.6,6.0,1.8,0.8,·,3.9
O=[N+]([O-])c1ccc(Sc2n[nH]c(-c3ccncc3)n2)nc1,-13.2,-9.3,12.9,-6.2,·,9.3,-26.0,-0.8,2.1,-0.9
Cc1ccc(NC(=O)/C(C#N)=C/c2ccccc2C(F)(F)F)cc1,4.2,7.6,-0.2,-0.6,-10.8,-7.6,-18.2,-0.4,-5.2,-6.0
N#Cc1ccc(Oc2ccc(-c3nc4ccccc4nc3-c3ccccc3)cc2)cc1C#N,-1.3,-9.8,1.1,-1.9,2.0,9.8,-3.6,0.9,-1.9,-1.4
COc1ccc(OCCCCOc2ccccc2Cl)cc1,9.3,-5.0,4.0,-0.7,-6.1,5.0,-18.9,1.0,-3.6,3.2
Cc1cc(OCc2cc(C(=O)N(C)C(C)c3ccccn3)no2)cc(C)c1Cl (configuration not stated),29.7,8.8,-11.1,-4.2,13.6,-8.8,-14.7,-0.7,20.0,-17.8
COc1cc(NC(=O)CSc2nncn2C)cc(OC)c1OC,-6.8,-11.4,-10.4,·,-3.2,11.4,1.2,0.4,-1.9,-5.5
Cc1ccc(OCC(=O)Nc2ccc3oc(=O)ccc3c2)c(C)c1,·,·,-2.5,-0.2,-10.9,·,12.1,-1.2,14.0,-9.5
CN(Cc1ccco1)C(=O)Cn1ncc2c([nH]c3ccccc32)c1=O,-13.8,13.6,-1.9,-2.2,0.1,-13.6,8.2,-0.7,9.6,-13.4
O=C(Nc1nc(-c2ccccn2)cs1)C12CC3CC(CC(O)(C3)C1)C2,41.5,4.1,-0.8,-1.9,-2.2,-4.1,-42.6,-0.9,-5.9,2.0
CSC(=NCCCN1CCOCC1)NS(=O)(=O)c1cccs1,8.3&2.6,-21.9&-9.6,0.6&-10.2,-7.5&1.4,-4.3&10.0,21.9&9.6,17.1&38.2,0.3&-0.1,-1.7&3.9,-9.5&2.0
NC(=O)c1ccccc1NC(=O)Cc1cccs1,·,-207.9,-20.8,-5.3,-3.5,?,-20.2,-0.3,-1.3,-2.8
CCn1nc(C)c(/C=C/C(=O)Nc2ccc(C)cc2C)c1C,-0.8,13.6,9.3,-1.0,2.8,-13.6,6.7,-3.3,1.0,3.8
O=C(CSc1nc(O)cc(=O)n1-c1ccccc1)Nc1ccc2c3c(cccc13)CC2,-10.1,14.1,6.7,3.5,-4.1,-14.1,-7.6,-0.6,-0.1,-10.0
CN(Cc1c(O)ccc2c1oc(=O)c1ccccc12)C1CCCCC1,15.8,-5.0,7.9,·,5.5,5.0,-23.1,-1.7,74.6*,-3.0
O=C1c2cccc3cc(Br)cc(c23)C(=O)N1Nc1ccc(Br)cc1,8.6,·,-4.7,-3.3,1.3,·,-53.2,-0.1,-2.4,-6.0
CCC(=O)N/C(=N/c1nc(C)cc(C)n1)Nc1cccc(OC)c1,4.8,-6.4,11.6,-5.4,27.3,6.4,8.7,-2.3,-9.6,-14.6
O=C(COc1cc(F)ccc1[N+](=O)[O-])Nc1cc(S(=O)(=O)N2CCCC2)ccc1Cl,-9.0,75.0*,7.5,8.0,-2.9,-75.0,-5.7,-3.6,-1.7,1.0
O=C(NNS(=O)(=O)c1ccccc1F)c1ccccc1-n1cccc1,4.9,-15.7,-5.5,-4.6,5.6,15.7,3.0,-0.6,0.3,2.7
C[C@H](NC(=O)c1[nH]cnc1C(=O)Nc1ccc(Cl)cc1)C(=O)OC(C)(C)C,-2.1,4.4,-13.9,-16.4,-0.3,-4.4,-29.1,0.4,·,-6.8
CN1CCN(CCCNC(=O)c2ccc(/C=C3\Oc4ccccc4N(Cc4ccc(Cl)cc4)C3=O)cc2)CC1,-94.4,33.1,9.4,-2.2,-18.3,-33.1,45.8,-5.4,-7.8,-166.4
CC1(c2nnc(-c3ccc(F)cc3)o2)CC(c2cccc(Cl)c2)=NO1 (configuration not stated),9.1,-9.9,5.0,-7.3,16.7,9.9,·,-0.2,·,4.9
Cc1nc(SCc2ccccc2)c2oc3ccccc3c2n1,·,7.7,-17.6,·,-0.6,-7.7,0.9,0.1,-2.4,4.3
CC(=O)Nc1ccc(NC(=O)CN(c2ccc(F)cc2)S(=O)(=O)c2ccc3c(c2)OCCO3)cc1,5.7,0.6,-23.6,0.9,-3.3,-0.6,·,-1.4,0.3,-1.8
O=C(c1ccc(-c2ccccc2)cc1)N1CCC(C(=O)N2CCCC2)CC1,-12.1,1.5,-15.8,-1.1,11.9,-1.5,14.7,-0.8,1.7,3.0
COc1ccc(NS(=O)(=O)c2ccc(Oc3c(C#N)cccc3C#N)cc2)cc1,-36.0,5.5,-1.8,-5.6,8.1,-5.5,-2.7,-0.4,-0.4,-14.6
FC(F)(F)c1cccc(-n2cccc2/C=N/n2cnnc2)c1,0.5,-22.2,-4.3,·,-2.5,22.2,8.7,-0.5,14.0,1.5
Cn1c(=O)[nH]c2ncccc21,6.5,·,9.4,6.0,-0.3,·,-1.8,-0.5,2.9,1.1
CC(C)N(Cc1ccccc1)C(=O)COc1ccccc1,-3.9,-4.2,-10.1,·,-4.2,4.2,-52.9,-3.7,-2.5,-11.3
O=C(O)CN(c1ccccc1)C1SC(=O)NC1=O (configuration not stated),-0.5,-11.1,10.8,-6.5,3.5,11.1,·,-1.0,0.9,-5.6
COc1ccc(NC(=O)CN2CCCCC2)cc1,16.7,·,-13.9,-2.2,·,·,11.8,-1.8,0.1,-2.2
Cc1cc(NC(=O)CCN2C(=O)C3C4C=CC(C4)C3C2=O)c2ccccc2n1 (configuration not stated),-8.5,-0.4,-12.8,·,0.7,0.4,20.1,-0.3,4.7,-2.9
Cn1c(CN2CCCC2)nc2cc(NC(=O)COc3ccc([N+](=O)[O-])cc3)ccc21,8.5,40.0,-15.6,-2.9,2.3,-40.1,38.7,-0.3,-0.2,-7.5
COc1ccc(N(CC(=O)NCCC2=CCCCC2)S(C)(=O)=O)cc1OC,-1.0,-14.4,-10.0,0.0,-2.4,14.4,-8.6,-1.1,29.8,-2.6
Cc1cc(N2CCCCC2)nc2c(C)cccc12,0.7,23.8,-10.3,-0.6,-13.9,-23.8,-1.4,-1.4,0.6,-1.6
Cc1ccc(CC(=O)NCCCc2ccccc2)cc1,-4.3,-1.5,6.5,-2.7,9.5,1.5,-4.0,-2.0,-1.6,0.8
CC(=O)Oc1ccc(C(=O)NC(C)CCc2ccccc2)cc1 (configuration not stated),·,7.6,10.4,-1.7,9.0,-7.6,-10.8,0.3,-1.0,-2.8
Oc1ccc(C2=Nn3c(nnc3-c3ccco3)SC2)cc1O,-15.1,11.0,-6.4,-10.3,?,-11.0,12.6,-2.4,62.4*,3.6
COc1ccc(NC(=O)C2CCN(C(=O)[C@@H]3Cc4ccccc4CN3)CC2)cc1,11.0,-8.1,-1.2,-4.8,-3.3,8.1,-11.0,-3.1,-5.8,1.1
COC(CNC(=O)C(=O)NCC1OCCN1S(=O)(=O)c1ccccc1)OC (configuration not stated),4.2,-21.3,-5.5,3.6,-4.4,21.3,-25.1,-2.5,-1.3,-0.2
C#CCN1C(=O)C(O)(CC(=O)c2cc(OC)ccc2OC)c2ccccc21 (configuration not stated),·,-11.0,-6.9,-4.4,-2.0,11.0,-7.4,-2.9,8.9,-4.8
COC(=O)C1CCN(C(=O)c2cc3ccccc3oc2=O)CC1,51.3,-20.9,7.4,·,-18.4,20.9,3.6,-1.8,-2.8,6.6
COc1ccc(OC)c(NC(=O)C2CCN(S(=O)(=O)c3ccc4c(c3)CC(C)N4C(C)=O)CC2)c1 (configuration not stated),1.9,23.6,0.4,-0.9,-9.1,-23.6,1.3,-2.5,-0.1,-4.3
CNC(=S)N(CCc1c(C)[nH]c2ccc(OC)cc12)Cc1cc(OC)c(OC)c(OC)c1,-10.0,57.3,-4.3,·,10.5,-57.3,-13.4,0.6,·,-2.2

# Screens from PubChem BioAssay.

# Hits appear at their usual frequency; any-hit rate near 4.3%.
